# LYP inhibition = PTPN22 lymphoid phosphatase activity blockers – biochemical, fluorescence intensity, uHTS (AID 1779); recombinant LYP phosphatase, fluorescence intensity; higher % means a stronger effect; inhibition, % at 11.5 µM; hits with a dose series show IC50 in µM; 0.054% of 290,000 active; in the data active = inhibition above about 50%;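 also: plate controls were vehicle with enzyme for no effect and no enzyme for full effect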
# RSV antiviral HEp-2 = inhibition of RSV-induced cytopathic effect – HEp-2 cells, primary 10 µM value included (AID 2391); CPE inhibition, % at 10 µM, or IC50 in µM where a hit was titrated; HEp-2 cells, RSV-induced CPE inhibition; higher % means a stronger effect; 0.13% of 310,000 active; in the data active = a potency from the dose series; inconclusive = CPE inhibition mostly from about 23% at the one dose, without a potency; inactive = the rest, 99 in 100 with CPE inhibition below about 21%; also: strong numbers were not always called active
# West Nile virus CPE = West Nile virus antiviral activity, cell-based, CPE readout (AID 1621); 0.02% of 290,000 active; one-dose CPE inhibition, % at 10 µM; IC50 in µM for titrated hits; West Nile virus-infected cells, CPE inhibition; higher % means a stronger effect; in the data active = a potency from the dose series; inconclusive = CPE inhibition mostly from about 3.7% at the one dose, without a potency; inactive = the rest, 99 in 100 with CPE inhibition below about 2.2%; also: strong numbers were not always called active
# Dengue-2 NS5 capping = flavivirus cap methylation enzyme inhibition – biochemical, confirmation dose response, primary screen (AID 588689) | 0.3% of 340,000 active | Dengue-2 NS5 methyltransferase capping enzyme assay, biochemical; higher % means a stronger effect | inhibition, % at 25 µM; hits with a dose series show IC50 in µM; in the data active = a potency from the dose series; inconclusive = inhibition above about 29% without an active follow-up result
# MgcRacGAP inhibition = MgcRacGAP GTPase-activating activity inhibitors, confirmation, biochemical, ADP Hunter fluorescence. MgcRacGAP-stimulated Rac1 GTP hydrolysis, ADP Hunter fluorescence; higher % means a stronger effect; GST-tagged Rac1 F28L mutant substrate. one-dose inhibition, % at 30 µM; IC50 in µM for titrated hits. 0.6% of 340,000 active;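 active = first-screen hits whose inhibition reached a set limit at any dose in the follow-up dose series; inconclusive = inhibition above the set first-screen limit but never retested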;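 also: fluorescence reports GDP produced by GAP-driven GTP hydrolysis; strong numbers were not always called active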
# PhoP inhibition = inhibitors of PhoP regulon expression, primary screen, Salmonella Typhimurium, GFP reporter (AID 1863) | 0.16% of 300,000 active | S. Typhimurium PhoP-regulated promoter GFP reporter, 4 h; higher % means a stronger effect | inhibition, % at 50 µM; hits with a dose series show IC50 in µM;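 active = inhibition over 29.93%, a cutoff 3 SD above the screen mean, later confirmed by dose response; inconclusive = inhibition over 29.93% but no dose response follow-up; inactive = inhibition at most 29.93% or unconfirmed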;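 also: 0% = low Mg2+ inducing control and 100% = high Mg2+ repressing control; strong numbers were not always called active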
# GPR35 arrestin U2OS = inhibition of zaprinast-stimulated GPR35 beta-arrestin translocation – imaging, U2OS, beta-arrestin-GFP, zaprinast agonist, primary screen (AID 2058); U2OS GPR35 beta-arrestin-GFP translocation imaging, zaprinast antagonism; higher % means a stronger effect; inhibition, % at 10 µM, or IC50 in µM where a hit was titrated; 0.052% of 290,000 active;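 active = inhibition of at least 50% with at least 30 cells and total cytoplasm GFP at most 10,000,000; inconclusive = under 30 cells or total GFP of 10,000,000 plus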
# CSM14.1 death rescue = rescue of cells from ER stress-induced death, primary screen, 384-well, CSM14.1, thapsigargin, ATP luminescence (AID 1222); CSM14.1 thapsigargin-induced death rescue, ATP luminescence; higher % means a stronger effect; one-dose cellular ATP content (survival), % at 20 µM; EC50 in µM for titrated hits; 190,000 tested, under 10 active;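 active = EC50 below 50 µM in the dose-response confirmation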;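 also: death triggered by thapsigargin at about 15 µM added after 2 h compound pretreatment; cell ATP read after overnight thapsigargin exposure of roughly 18 to 22 hours; normalized against plate controls of thapsigargin alone and 5% DMSO vehicle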
# Large T inhibition = TAg ATPase/helicase activity blockers – biochemical (AID 1903). 0.39% of 310,000 active. inhibition, % at 20 µM, or IC50 in µM where a hit was titrated. SV40 large T antigen ATPase/helicase inhibition assay; higher % means a stronger effect; in the data active = a potency from the dose series; inconclusive = inhibition mostly from about 32% at the one dose, without a potency; inactive = the rest, 99 in 100 with inhibition below about 32%; also: strong numbers were not always called active
# Dengue-2 NS5 capping pilot replicate = further read-out of Dengue-2 NS5 capping, marked with its call; inhibition, %; measured here: pilot screen replicate inhibition
# * hit, by the source's call; ? = inconclusive; / = not tested or not shown.
# Start of the data: the first 2 records, ahead of the listing:
SMILES,LYP inhibition,RSV antiviral HEp-2,West Nile virus CPE,Dengue-2 NS5 capping,MgcRacGAP inhibition,PhoP inhibition,GPR35 arrestin U2OS,CSM14.1 death rescue,Large T inhibition,others
O=C(Cn1cnc([N+](=O)[O-])n1)N/N=C/c1ccc2ccccc2c1,0%,0.7%,0.2%,-2%,17%,7%,7%,0.8%,4%,
Cc1cc(C)c(S(=O)(=O)N2CCCC(C(=O)NC3CCCC3)C2)c(C)c1 (centres undefined),-8%,0.1%,-0.5%,2%,7%,2%,2%,/,8%,

# The list itself, from the start:
SMILES,LYP inhibition,RSV antiviral HEp-2,West Nile virus CPE,Dengue-2 NS5 capping,MgcRacGAP inhibition,PhoP inhibition,GPR35 arrestin U2OS,CSM14.1 death rescue,Large T inhibition,others
O=C(Cn1cnc([N+](=O)[O-])n1)N/N=C/c1ccc2ccccc2c1,0%,0.7%,0.2%,-2%,17%,7%,7%,0.8%,4%,
Cc1cc(C)c(S(=O)(=O)N2CCCC(C(=O)NC3CCCC3)C2)c(C)c1 (centres undefined),-8%,0.1%,-0.5%,2%,7%,2%,2%,/,8%,
CC1(C)Oc2ccc(C(=O)NC3CCCC3)cc2N(CC(=O)NC2CCCC2)C1=O,-9%,0.6%,-0.1%,-5%,5%,7%,-3%,-0.8%,-6%,Dengue-2 NS5 capping pilot replicate=-5.3
CC(=O)N1CCOCCOCCN(C(C)=O)CCOCCOCC1,-10%,1.1%,0.5%,-1%,8%,6%,8%,0.8%,23%,
O=C(CN1CCC(c2nc3ccccc3s2)CC1)NCc1ccccc1,-10%,10%,-0.7%,0%,3%,4%,-12%,4.6%,-8%,
COc1ccc(NC(=O)NC(C)c2ccc3c(c2)OCO3)cc1OC (centres undefined),-6%,0.7%,-0.7%,1%,7%,1%,-8%,/,8%,
CCCCN(C)C(=O)Cn1nc(-c2ccc(Cl)cc2)ccc1=O,-4%,0.8%,-0.3%,-2%,9%,11%,10%,/,-8%,
N#C/C(=N\Nc1ccc(Cl)cc1)C(=N)N1CCCCCC1,0%,-1.1%,-0.5%,-14%,7%,1%,-7%,-0.4%,2%,
O=S(=O)(NCc1cccnc1)c1cccs1,-11%,-0.2%,-0.2%,3%,-1%,-8%,4%,2.7%,4%,
NS(=O)(=O)c1ccc(NC(=O)COC(=O)C2CC(=O)N(Cc3ccccc3)C2)cc1 (centres undefined),-5%,0.1%,0.1%,-9%,4%,1%,-6%,-0.7%,6%,
c1ccc(Sc2cnc3ccccc3n2)cc1,4%,0.4%,0.2%,7%,6%,-1%,-8%,-0.3%,6%,
O=C(CCN1CCOCC1)Nc1ccc(F)cc1,-8%,-1.9%,-0.7%,-3%,9%,2%,12%,/,2%,
C[C@]12CC[C@@H]3c4ccc(O)cc4CC[C@H]3[C@@H]1C[C@@H](O)[C@@H]2O[C@@H]1O[C@H](C(=O)O)[C@@H](O)[C@H](O)[C@H]1O,-5%,1.1%,0.3%,1%,27%,-2%,-1%,-0.2%,28%,
c1ccc(C2=Nc3cccnc3C(c3ccccc3)=NN2)cc1,-6%,1.9%,-0.6%,1%,2%,-5%,-16%,-0.4%,14%,
CCCC(=O)Nc1nnc(C2CCCO2)s1 (centres undefined),-11%,0.1%,-0.1%,-8%,6%,/,-1%,1.3%,/,
O=C(CSCc1cccc(Cl)c1)Nc1ccccc1-c1ccccc1,0%,9.6%,-1.7%,-7%,-4%,3%,-5%,-0.2%,5%,
CNC(=O)CSc1nnc(-c2ccc3c(c2)OCO3)n1C,-5%,0.4%,-0.5%,-8%,3%,7%,12%,-0.5%,15%,
COc1ccc(-c2sc3ccc(OC)cc3c2C#CCCO)cc1,-6%,-3.9%,-0.1%,-4%,1%,-1%,31%,/,15%,
Clc1ccc(C2=Nn3c(nnc3-c3n[nH]c4c3CCC4)SC2)cc1Cl,3%,-1.4%,0.7%,-10%,7%,-3%,-2%,-1.6%,26%,
Cc1ccc2nc(-c3ccncc3)c(Nc3ccccc3)n2c1,-1%,0.1%,-0.6%,-6%,11%,-2%,-14%,0.4%,4%,
Cc1ccc(/C=N/NC(=O)Cn2ccc(C(F)(F)F)n2)o1,2%,1.4%,0.2%,-12%,6%,7%,1%,-0.7%,4%,
Cc1cc(S(=O)(=O)Nc2cccc(C(=O)O)c2)c(C)c(S(=O)(=O)c2ccc(Cl)cc2)c1,-3%,1.3%,0.1%,-4%,9%,7%,26%,/,7%,
COc1ccc(C(NC(N)=O)c2ccccc2)cc1 (centres undefined),-6%,0.9%,0.3%,1%,-2%,-3%,0%,-0.3%,4%,
CC(=O)N/N=C/c1cc([N+](=O)[O-])ccc1OCCOc1ccccc1,-1%,-0.9%,0.0%,2%,7%,-1%,-31%,-2.2%,7%,
C=CCN1C(=Nc2cccnc2)SCC1(O)c1ccc(C)cc1 (centres undefined),0%,12%,-0.6%,/,/,-11%,-4%,-1.3%,17%,
O=C(NCc1nnc(SCC(=O)N2CCOCC2)o1)c1c(F)cccc1Cl,0%,-0.2%,0.3%,-4%,13%,-3%,3%,-0.3%,8%,
CN(C)C(CNC(=S)Nc1ccc(F)cc1)c1cccnc1 (centres undefined),-4%,0.0%,-0.4%,-4%,12%,11%,0%,-1.4%,4%,
COC(=O)c1ccc(COc2ccc(C)cc2[N+](=O)[O-])o1,-13%,0.1%,0.6%,/,/,4%,5%,/,2%,
COc1ccc(C(C)=O)cc1COC(=O)c1c(C)nn(-c2ccccc2)c1C,-3%,?,-1.2%,-2%,6%,9%,3%,/,5%,
CC(=O)Oc1ccc(C(=O)Nc2cccc(C(=O)Nc3ccccc3C(=O)O)c2)cc1,-5%,0.1%,0.9%,11%,9%,2%,-7%,/,2%,
COc1cc2cc(C(=O)Nc3ccccc3)c(N)nc2cc1OC,2%,1.0%,0.7%,-8%,15%,3%,7%,-3.1%,8%,
Cc1cc(=O)oc2cc(NC(=O)C(C)Oc3ccccc3)ccc12 (centres undefined),/,-0.7%,/,1%,3%,4%,/,/,10%,
CC(C)Oc1ccc(NC(=O)Oc2ccccc2)cc1,-10%,-0.5%,0.8%,1%,4%,3%,12%,-1.4%,17%,
O=C(Nc1ccc(C(=O)O)cc1)/C(=C\C=C\c1ccccc1)NC(=O)c1ccccc1Br,5%,0.9%,?,-3%,10%,-5%,-7%,/,-7%,
O=C(Cc1ccc([N+](=O)[O-])cc1)NCc1ccccn1,-9%,1.2%,0.6%,5%,1%,6%,1%,-0.7%,17%,
O=C(N/N=C/c1cccnc1)c1ccc(NC(=O)c2ccccc2Cl)cc1,-8%,0.5%,0.7%,-2%,-3%,2%,15%,/,2%,
O=C(CN1C(=O)NC2(CCCc3ccccc32)C1=O)N1CCc2ccccc2C1 (centres undefined),-4%,0.1%,-0.4%,-4%,10%,-9%,2%,-0.2%,9%,
Cn1c(Cc2csc(N)n2)nnc1SCC(=O)NC1CCCCC1,-9%,0.8%,0.7%,-1%,6%,-5%,-6%,-0.6%,11%,
COc1ccc(NC(=O)COC(=O)/C=C/c2ccccc2[N+](=O)[O-])cc1OC,2%,1.7%,0.2%,-4%,18%,-10%,-13%,-2.2%,9%,
CCOC(=O)N1CCC(NC(=O)c2cc(C(=O)Nc3ccc(OCC)cc3)ccc2CO)CC1,-4%,1.8%,0.5%,-10%,7%,8%,-3%,-0.8%,16%,
Cc1ccc(S(=O)(=O)Nc2cccc(C(=O)NC3CCN(Cc4ccccc4)CC3)c2)cc1F,/,8.7%,/,-12%,2%,4%,/,/,21%,
COc1ccc(S(=O)(=O)N2CCCCCC2)cc1C(=O)OCc1cccc(OC)c1OC,/,?,/,-2%,4%,4%,/,/,10%,
CCOC(=O)CC(=O)CSc1ncnc2c1nnn2-c1ccc(F)cc1,2%,1.5%,0.3%,-2%,8%,3%,2%,/,8%,
Cc1ccc(CSCC(=O)NCc2cccnc2)cc1,4%,1.8%,-0.4%,2%,-1%,2%,8%,-0.8%,0%,
Cc1sc(NC(=O)c2ccccc2)c(C(=O)NCCN(C)C)c1C,-3%,-1.1%,0.5%,-6%,7%,2%,-6%,-0.9%,2%,
Cn1c(=O)c2c(n3cnnc13)-c1ccccc1CC21CCCC1,-7%,0.3%,-0.7%,-6%,6%,5%,11%,1.7%,-3%,
COc1ccc(CNC(=O)CN(c2cc(C)cc(C)c2)S(=O)(=O)c2c(C)[nH]c(=O)[nH]c2=O)cc1,-6%,1.6%,-0.3%,-12%,-15%,-6%,-10%,/,10%,
COc1ccc(C)cc1NC(=O)C1CCCN1C(=O)OCc1ccccc1 (centres undefined),-3%,1.4%,-0.3%,1%,5%,4%,-6%,/,-2%,
C/C(CC(=O)Nc1ccc(Cl)cc1Cl)=N\NC(=O)c1ccncc1,-8%,2.9%,-0.3%,-5%,0%,-1%,-1%,/,1%,
COc1ccc(-n2nc(C(=O)NCC(=O)N3CCC(C)CC3)c3ccccc3c2=O)cc1Cl,-1%,4.8%,-0.2%,-2%,1%,0%,-6%,/,2%,
CCSc1nc2c(c(=O)n(C)c(=O)n2C)n1Cc1ccc(Cl)cc1,/,5.7%,-0.4%,-3%,9%,/,/,/,/,
O=C(CSCc1ccc(F)cc1)Nc1ccc(F)cc1,-2%,1.8%,0.3%,1%,6%,0%,4%,-1.7%,-2%,
O=c1[nH]ncc2c3ccccc3n(Cc3cccc(Cl)c3)c12,-1%,2.8%,-0.3%,-56%,2%,-13%,-8%,-1.9%,11%,
COc1ccc(/C=C/C(=O)N(c2ccccn2)C2CCCCC2)cc1OC,2%,0.2%,-0.1%,-1%,2%,5%,3%,0.3%,18%,
CCCCN1Cc2cc(C(=O)c3cc(F)ccc3O)cnc2NC1=O,-4%,-0.3%,-0.1%,-5%,10%,5%,-4%,-0.9%,8%,
COCCN(C(=O)C1=COCCO1)c1c(N)n(Cc2ccccc2)c(=O)[nH]c1=O,-12%,1.3%,-0.1%,-3%,3%,-3%,14%,/,9%,
CCCS(=O)(=O)N1CCCC(C(=O)NCCc2ccc(Cl)cc2)C1 (centres undefined),-13%,1.1%,0.3%,2%,6%,2%,4%,-2.7%,4%,
Cc1cc2nccc(-c3ccccn3)n2n1,-6%,0.9%,0.9%,4%,6%,-2%,12%,0.2%,1%,
COc1ccc(O)c(C=NCC(C)N=Cc2cc(OC)ccc2O)c1 (centres undefined),-5%,4.3%,/,7%,3%,5%,-15%,0.4%,10%,
Cc1ccc(S(=O)(=O)Nc2ccc(N3CCOCC3)cc2)cc1,-3%,3.1%,-0.2%,1%,6%,0%,22%,0.0%,-4%,
C[C@H](NC(=O)c1ccc(Br)cc1)C(=O)NCc1ccc(S(N)(=O)=O)cc1,-8%,-0.5%,-0.1%,-7%,5%,13%,3%,-3.7%,6%,

# Screening results: PubChem BioAssay, several laboratories
